Assay outcomes as filed in PubChem.
TEAD-YAP inh – TEAD-YAP interaction inhibition; inhibition, % at 9.12 µM; HEK-TIYL cells, TEAD-Gal4/YAP UAS-luciferase luminescence; AID 1259422; 1.4% of 640,000 active; in the data active = inhibition above about 32%;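 note: 0% = median of test compound wells and 100% = reference inhibitor wells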
MITF inh – blocks human microphthalmia-associated transcription factor; inhibition, % at 2.6 µM; AlphaScreen MITF homodimerization, bead proximity signal; 0.91% of 650,000 active; in the data active = inhibition above about 50%;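 note: 0% = vehicle wells with protein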
Target sequence (O75030 whole entry, looked up): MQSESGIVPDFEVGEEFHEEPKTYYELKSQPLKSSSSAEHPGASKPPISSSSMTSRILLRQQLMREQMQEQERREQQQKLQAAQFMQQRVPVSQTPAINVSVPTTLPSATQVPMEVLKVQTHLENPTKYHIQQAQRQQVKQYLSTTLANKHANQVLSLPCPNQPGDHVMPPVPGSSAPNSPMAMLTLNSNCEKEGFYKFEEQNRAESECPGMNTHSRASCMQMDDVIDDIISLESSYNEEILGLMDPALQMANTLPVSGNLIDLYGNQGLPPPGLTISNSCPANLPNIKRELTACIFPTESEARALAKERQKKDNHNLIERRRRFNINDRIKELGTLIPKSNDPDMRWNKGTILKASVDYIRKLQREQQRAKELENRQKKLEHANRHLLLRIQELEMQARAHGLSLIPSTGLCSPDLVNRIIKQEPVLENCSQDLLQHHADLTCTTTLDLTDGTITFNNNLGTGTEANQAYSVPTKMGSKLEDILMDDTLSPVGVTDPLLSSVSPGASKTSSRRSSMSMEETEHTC
FBW7 activator – human FBW7 E3 ligase activation, primary screen; Q969H0; AlphaScreen FBW7–phospho-cyclin E peptide binding, activator screen; normalized activity (activation), % at 26.1 µM; 0.13% of 650,000 active; AID 1259310; in the data active = normalized activity above about 1.9%;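 note: purified mutant Fbw7 with reduced substrate affinity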
GPR151 activ – human GPR151 activation; 1% of 650,000 active; activation, % at 11.2 µM; PathHunter beta-arrestin GPR151 cells, luminescence; in the data active = activation above about 4.9%;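 note: 0% = median of compound wells and 100% = cells with positive control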
Target sequence (Q8TDV0 whole entry, looked up): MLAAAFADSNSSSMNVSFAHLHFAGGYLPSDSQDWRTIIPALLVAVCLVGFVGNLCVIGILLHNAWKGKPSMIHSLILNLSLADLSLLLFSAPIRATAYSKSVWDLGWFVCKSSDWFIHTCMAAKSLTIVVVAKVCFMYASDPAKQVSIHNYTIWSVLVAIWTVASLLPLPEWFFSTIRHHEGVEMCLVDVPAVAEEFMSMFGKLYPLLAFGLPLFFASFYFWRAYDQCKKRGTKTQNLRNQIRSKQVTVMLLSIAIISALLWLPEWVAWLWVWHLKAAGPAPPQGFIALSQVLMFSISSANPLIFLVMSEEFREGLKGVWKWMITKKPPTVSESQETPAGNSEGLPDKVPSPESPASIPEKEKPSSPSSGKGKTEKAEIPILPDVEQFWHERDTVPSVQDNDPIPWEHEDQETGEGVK
* = called active by the depositor; . = not tested or not shown.

SMILES	TEAD-YAP inh	MITF inh	FBW7 activator	GPR151 activ
O=C(Oc1ccccc1C(=S)N1CCOCC1)c1ccccc1	14	3	-0.2	2.0
COCCNC(=O)CN(C(=O)c1snc(C(N)=O)c1N)c1ccc(C(C)C)cc1	-13	10	0.2	-0.3
COc1ccc(C(C)=O)cc1CC1(C)C(=O)Nc2ccccc21 (stereo not given)	4	11	-0.1	-0.6
CC1CC(C)CN(S(=O)(=O)c2ccc3c(c2)n(C)c(=O)c(=O)n3C)C1 (stereo not given)	-6	6	-0.1	1.1
NC(=O)c1c(NC(=O)COc2ccc(Cl)cc2)sc2c1CCCCC2	-8	-5	0.0	3.5
COc1cc(C(=O)N2CCN(c3cccc(C)c3C)CC2)c([N+](=O)[O-])cc1OC	6	14	-0.1	0.1
COCCn1c(SCC(=O)Nc2cccc(OC)c2)nnc1-c1c[nH]c2ccccc12	7	2	-0.1	-0.1
COc1ccc(OC(C)c2nc(-c3ccc(OC)c(OC)c3)no2)cc1 (stereo not given)	-3	3	0.0	-0.9
CCC(=O)N1c2ccc(S(=O)(=O)N3CCCCCC3)cc2CC1C (stereo not given)	-18	-9	-0.3	1.7
CN1CCN(c2nc3ccc(NC(=O)c4cccc(F)c4)cc3s2)CC1	-30	-7	-0.1	-0.9
COc1ccc(C)c2sc(NC(=O)C3CCCN3S(C)(=O)=O)nc12 (stereo not given)	7	2	0.0	1.2
Cc1c(NC(=O)c2cccnc2)cccc1-c1nc2ncccc2o1	-2	-10	-0.1	1.2
O=C(NCCc1ccccc1)NCc1nnnn1-c1cccc(F)c1	18	-9	-0.1	-0.2
O=C(NCc1cccc(C(F)(F)F)c1)C1CCN(c2ccc(Nc3nccc4ccccc34)nn2)CC1	-24	14	0.0	0.6
Cc1cccnc1-c1cccc2c1OC(CNC(=O)c1ccnn1C)C2 (stereo not given)	2	9	0.1	0.4
CCOc1ccc(C(=O)Nc2c3c(nn2-c2ccc(OC)cc2)CSC3)cc1	6	-8	-0.1	-1.0
CCOc1ccc(C2=NC(c3ccc(F)cc3)NC(c3cc(Br)ccc3O)C2)cc1 (stereo not given)	15	4	0.0	1.7
O=C(NC1CC1)c1csc(N2CCCC2CO)n1 (stereo not given)	2	14	0.1	1.2
C/C(N)=C(/C#N)C(=O)COc1ncnc2scc(-c3ccccc3)c12	10	-4	-0.1	0.0
CCOC(=O)c1cnc2c(C)cc(C)cc2c1NCCN1CCOCC1	-8	5	0.0	-0.6
COC(=O)C1=C(C)NC(=S)NC1c1ccc(O)c(Br)c1 (stereo not given)	-4	12	0.1	1.6
Cc1ccc(OCCN2CCN(C(=O)c3cc4cc(Cl)cc(Cl)c4oc3=O)CC2)cc1	-1	1	0.0	-0.7
COc1ccc(/C=C2/N=C(SCC(=O)c3ccc(Cl)cc3)N(c3ccccc3)C2=O)cc1	-13	-12	0.0	1.0
O=C(Cn1ncc2c3ccccc3n(Cc3ccccc3)c2c1=O)NCc1cccnc1	4	6	-0.2	-0.1
CCC(=O)Oc1ccc2oc(=O)cc(C)c2c1	12	16	0.1	-0.2
COc1ccc(NC(=O)CSc2ccc3nnc(-c4ccccc4)n3n2)c(OC)c1	7	7	0.0	-0.2
COc1cccc(-c2ocnc2C(=O)NCCc2ccc(F)cc2)c1	-10	2	0.0	-0.4
O=C1CC(C(=O)NC2CCCCC2)Cc2nc(NC(=O)C3CCC3)sc21 (stereo not given)	2	1	-0.2	-0.7
O=c1c2cc3c(=O)n(-c4ccccc4O)c(=O)c3cc2c(=O)n1-c1ccccc1O	-1	-2	0.0	-2.3
O=C(CN(C(=O)CCC(=O)Nc1ccccn1)C1CCCC1)NCc1ccccc1	3	1	-0.2	0.7
Cc1ccc(C(=O)OCC2OC(n3cc(C)c(=O)[nH]c3=O)C(OC(=O)c3ccc(C)cc3)C2OC(=O)c2ccc(C)cc2)cc1 (stereo not given)	-5	-1	-0.1	2.1
O=C(O)CN1C(=O)/C(=C/c2ccccc2Br)Oc2ccccc21	1	1	-0.2	0.3
CC1CN(C(=O)c2ncoc2-c2ccc(F)cc2)CC(C)O1 (stereo not given)	-3	-7	0.0	0.0
COc1cc(/C=N/NC(=O)Cc2cn3ccsc3n2)cc(OC)c1O	-1	8	-0.1	2.0
Cc1ccc(/C=C2/CN(C)C/C(=C/c3ccc(C)o3)C2=O)o1	2	0	0.1	0.4
COc1ccc(CCN(C)S(=O)(=O)c2cccc(C(C)=O)c2)cc1OC	-5	-1	-0.1	0.3
CN(c1ccccc1)N1C(=O)CSC1=S	-6	4	-0.1	1.9
CC(C)N(Cc1ccccc1)c1ncnc(N)c1[N+](=O)[O-]	-7	19	0.0	-1.6
CCOC(=O)c1sc2nc(SCc3ccccc3Cl)n(CCc3ccc(OC)c(OC)c3)c(=O)c2c1C	1	-19	0.0	-1.0
CCOc1nc2ccccc2c(=O)n1Cc1ccccc1	-8	-8	0.0	-0.1
COc1ccc(NC(=O)C2(c3cccs3)CCOCC2)cc1	-2	7	0.1	-0.5
Cc1ccc(CNCc2cn[nH]c2-c2ccc(Br)cc2)o1	-11	11	0.4	0.2
CCOc1ccc(NC(=O)C2CC(=O)N/C(=N/N=C(\C)c3ccc(OC)cc3)S2)cc1 (stereo not given)	-4	5	-0.2	-0.1
CCN(c1cccc(C)c1)S(=O)(=O)c1cnc[nH]1	5	-4	0.0	0.5
CN(CCC12CC3CC(CC(C3)C1)C2)C(=O)CC1(c2cccc(F)c2)CC(=O)N(C)C1=O (stereo not given)	-13	-2	0.6	0.7
Cc1ccccc1-n1c(=S)sc2c(=O)n(-c3ccccc3)c(SCc3cc(=O)n4ccccc4n3)nc21	8	13	0.0	2.2
Cc1ccc(NC(=O)c2ccc(N)cc2Cl)c(O)c1	-50	2	0.2	-2.4
CC(=O)C(C)Oc1cc(C)cc2oc(=O)c(Cc3ccccc3)c(C)c12 (stereo not given)	3	-10	-0.3	3.4
CCOC(=O)C1=C(CN2CCN(C(=O)c3ccco3)CC2)NC(=O)NC1c1cccs1 (stereo not given)	-2	-1	0.0	-0.1
CC(C)CSc1nc(N)c2c3c(sc2n1)CCC3	-36	-5	0.0	0.3
Continued.
SMILES	TEAD-YAP inh	MITF inh	FBW7 activator	GPR151 activ
O=C(O)CCN=CC1=C(O)CC(c2ccccc2)CC1=O (stereo not given)	-8	5	0.0	-0.6
COc1ccc(-c2nc(NCCN3CCOCC3)c3ncn(C(C)C)c3n2)cc1	1	-4	0.0	0.9
COc1ccc(C2C(C(C)=O)=C(O)C(=O)N2CC#N)cc1OC (stereo not given)	-8	-1	-0.2	2.5
O=C(CCn1nnc2ccccc21)N/N=C\c1cccc([N+](=O)[O-])c1	4	-1	0.1	-0.6
O=C(CCCCc1ccccc1)C(F)(F)C(F)(F)F	.	-6	.	1.6
Cc1ccc(S(=O)(=O)NCCCCCC(=O)N2CCC(C)CC2)cc1	-2	8	0.2	0.4
CCCCCCn1c(=O)c(C2=NS(=O)(=O)c3ccccc3N2)c(O)c2ccccc21	0	7	-0.2	-0.2
Cc1ccccc1NC(=O)CCN1CCCC(C)C1 (stereo not given)	-3	12	0.2	-0.5
CCOCC(=O)Nc1ccc([N+](=O)[O-])cc1OC	24	10	0.0	-0.5
c1cc(OC2CCN(c3ncnc4nc[nH]c34)CC2)cc(-c2cccs2)c1	-8	15	-0.1	0.1

By substructure, the entries above containing a furan ring, fused or not.
SMILES	TEAD-YAP inh	MITF inh	FBW7 activator	GPR151 activ
Cc1ccc(/C=C2/CN(C)C/C(=C/c3ccc(C)o3)C2=O)o1	2	0	0.1	0.4
Cc1ccc(CNCc2cn[nH]c2-c2ccc(Br)cc2)o1	-11	11	0.4	0.2
CCOC(=O)C1=C(CN2CCN(C(=O)c3ccco3)CC2)NC(=O)NC1c1cccs1 (stereo not given)	-2	-1	0.0	-0.1

Carrying on.
SMILES	TEAD-YAP inh	MITF inh	FBW7 activator	GPR151 activ
O=C(NCc1ccncc1)C(=O)NCC1CCCO1 (stereo not given)	-9	10	0.2	-0.2
N#C/C(=C\c1cc2ccccc2nc1Cl)c1nc(-c2ccc([N+](=O)[O-])cc2)cs1	-9	-2	-0.2	-1.4
Cc1nc2c3ccccc3n3c(CCCC(=O)NCc4ccco4)nnc3n2n1	14	7	0.0	0.9
COc1ccc2c(cc(C(=O)O)n2C)c1OC	7	11	0.0	0.2
O=C(c1cccnc1)N(CC1CC1)C1CCN(CCCc2ccccc2)CC1	4	-4	-0.1	1.7
CCOc1ccc(CN2CCN(C3CSCCSC3)CC2CCO)cc1 (stereo not given)	6	6	0.3	-1.5
CC(=O)Oc1ccc(/C=C(/NC(=O)c2ccco2)C(=O)Nc2ccc(C(C)=O)cc2)cc1	-6	5	0.0	-0.4
Cc1ccc(N(C)S(=O)(=O)c2ccc3[nH]cc(C(=O)NCCC4=CCCCC4)c(=O)c3c2)cc1C	2	15	0.0	0.3
CC(=O)Nc1c(O)c2ccccc2oc1=O	-2	-1	-0.2	-0.1
Fc1cccc(CNCCCn2ccnc2)c1	-3	-4	-0.1	0.6

Some of the entries above in another layout:
SMILES,TEAD-YAP inh,MITF inh,FBW7 activator,GPR151 activ
Cc1ccc(C(=O)OCC2OC(n3cc(C)c(=O)[nH]c3=O)C(OC(=O)c3ccc(C)cc3)C2OC(=O)c2ccc(C)cc2)cc1 (stereo not given),-5,-1,-0.1,2.1
O=C(O)CN1C(=O)/C(=C/c2ccccc2Br)Oc2ccccc21,1,1,-0.2,0.3

(listing goes on)
SMILES	TEAD-YAP inh	MITF inh	FBW7 activator	GPR151 activ
CCCCCCCNS(=O)(=O)c1cccc([N+](=O)[O-])c1	3	8	0.0	1.5
CC(=O)c1ccc(S(=O)(=O)N(C)CCOc2ccc(C)cc2)cc1	0	-4	0.1	3.0
COc1ccc2[nH]c3c(=O)n(CC(=O)NCc4cccnc4)c(=S)[nH]c3c2c1	11	5	-0.1	0.0
O=C(Cn1cnc2sc3c(c2c1=O)CCCC3)Nc1ccccc1Br	-1	14	-0.1	-1.0
O=C(CCCc1nc(-c2ccccc2)no1)NC1CCCCC1	0	3	0.2	1.5
CCCCC(=O)Nc1ccc(NCc2cccc(OC)c2OC)cc1OC	15	10	-0.1	0.6
O=C(O)c1cccc(Nc2nc(-c3ccc(F)cc3)cs2)c1	-29	8	0.0	-5.2
CC(=O)OC(C(=O)NCC1CCCO1)c1ccc(F)cc1 (stereo not given)	9	10	-0.2	0.3
Cc1ccccc1NS(=O)(=O)c1ccc(-c2ccc(-n3cnnn3)cc2)cc1	-13	-1	-0.2	5.7*
OCCn1c(CSc2ccccc2)nc2ccc(Cl)cc21	-9	15	0.1	-0.7
CCOc1cc(CN)cc(Br)c1OCC	-5	-22	0.0	-0.5
COC(=O)c1ccc(NC(=O)c2cc3c(=O)n4ccccc4nc3n2C)cc1	5	18	0.2	-0.5
N#Cc1c(SCC(=O)OCc2ccccc2)nc2c(c1-c1ccccc1)CCC2	6	7	0.5	2.6
O=C(O)CCN1C(=O)c2ccccc2Sc2ncccc21	-7	20	0.4	-0.2
Cc1ccc(-n2cc(C(=O)NCC(=O)Nc3ccc(F)cc3)c3ccccc3c2=O)cc1C	10	-5	-0.1	-1.0
COc1cccc(CN2CCC3(CC2)NCCc2c3[nH]c3ccccc23)c1	-17	24	-1.1	1.7
CC(C)CC(NC(N)=O)C(=O)OCC(=O)Nc1ccc(I)cc1 (stereo not given)	-6	3	0.0	-1.0
CC(NC(=O)c1noc2c1COc1ccccc1-2)c1ccccc1 (stereo not given)	-26	-1	0.1	-0.5
O=S(=O)(c1ccc(Br)c2ccccc12)N1CCCCC1	-5	1	0.1	1.1
COc1ccc(C2/C(=C(/O)c3ccc(F)cc3)C(=O)C(=O)N2CCN2CCOCC2)cc1OC (stereo not given)	2	-7	-0.1	-0.7
O=C(COc1ccccc1)Nc1n[nH]c(=S)s1	-9	-4	0.0	0.8
COC(=O)C1=C(C(=O)c2ccc(C)cc2)C(c2ccc(OC)c(OC)c2)n2nnnc2N1 (stereo not given)	-11	2	-0.1	0.2
CCCC(=O)N1c2cc(C)ccc2C(=C2SC(C(=O)OCC)=C(C(=O)OCC)S2)C(=S)C1(C)C	-16	13	0.6	1.3
COc1ccccc1CC(=O)NC(C)c1nc(-c2cccnc2)n[nH]1 (stereo not given)	2	7	0.1	1.0
Cc1ccc(C(=O)NCc2n[nH]c(=S)n2-c2ccccc2)cc1[N+](=O)[O-]	-4	-1	-0.1	0.2
CC(=O)NNC(=O)c1ccc(C(=O)NNC(C)=O)cc1	6	0	0.0	0.4
CNc1oc(-c2ccccc2F)nc1C#N	-8	-10	0.0	1.2
c1ccc2cc(CN3CCc4nc5ccncc5cc4C3)ccc2c1	-2	5	-0.1	-1.5
CCN(C(=O)C1CCOCC1)C(Cc1ccccc1)C1CCN(Cc2ccccn2)CC1 (stereo not given)	2	4	0.1	1.0
COc1ccc(S(=O)(=O)NC(C(C)C)C(C)C)cc1C	9	-2	-0.1	0.2
CCCNc1ccc2ncc(-c3cc4ccccc4s3)n2n1	-11	-13	0.1	3.4

Sorted by molecular weight (lowest first): part of the list above.
SMILES	TEAD-YAP inh	MITF inh	FBW7 activator	GPR151 activ
CCN(c1cccc(C)c1)S(=O)(=O)c1cnc[nH]1	5	-4	0.0	0.5
Cc1ccc(CNCc2cn[nH]c2-c2ccc(Br)cc2)o1	-11	11	0.4	0.2
O=C1CC(C(=O)NC2CCCCC2)Cc2nc(NC(=O)C3CCC3)sc21 (stereo not given)	2	1	-0.2	-0.7
COc1ccc(-c2nc(NCCN3CCOCC3)c3ncn(C(C)C)c3n2)cc1	1	-4	0.0	0.9
COc1ccc(NC(=O)CSc2ccc3nnc(-c4ccccc4)n3n2)c(OC)c1	7	7	0.0	-0.2
CN(CCC12CC3CC(CC(C3)C1)C2)C(=O)CC1(c2cccc(F)c2)CC(=O)N(C)C1=O (stereo not given)	-13	-2	0.6	0.7
O=C(NCc1cccc(C(F)(F)F)c1)C1CCN(c2ccc(Nc3nccc4ccccc34)nn2)CC1	-24	14	0.0	0.6

Not a hit list; any-hit rate near 3.4%.
